Source: PubChem BioAssay
SENP7 inh: blocks the human protease SENP7 | Q9BQF6 | recombinant SENP7, Z-RLRGG-aminoluciferin luminescence, 40 min | inhibition, % at 5 µM | 330,000 tested, 1.5% active;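 active means inhibition above about 50% at the single test dose, limit read from the data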;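 further: plate controls were DMSO with enzyme for no effect and no enzyme buffer wells for full effect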
Target sequence (Q9BQF6 706-1050 limits assumed): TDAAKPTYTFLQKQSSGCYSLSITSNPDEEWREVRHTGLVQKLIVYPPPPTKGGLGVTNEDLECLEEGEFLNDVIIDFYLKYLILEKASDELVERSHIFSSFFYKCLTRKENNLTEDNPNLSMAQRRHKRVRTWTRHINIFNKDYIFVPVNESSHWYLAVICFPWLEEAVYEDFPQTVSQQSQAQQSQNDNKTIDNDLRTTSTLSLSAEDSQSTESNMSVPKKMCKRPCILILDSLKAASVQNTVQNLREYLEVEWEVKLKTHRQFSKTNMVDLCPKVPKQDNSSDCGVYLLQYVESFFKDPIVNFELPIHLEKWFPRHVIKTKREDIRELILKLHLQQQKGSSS
HKDC1 inhibitor: blocks human hexokinase HKDC1 activity; Q2TB90; recombinant HKDC1, G6PDH/diaphorase resazurin coupled fluorescence; inhibition, % at 20 µM; 340,000 tested, 0.16% active; AID 493160;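 active means inhibition above about 35% when tested at 20 µM, limit read from the data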;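 further: plate controls were DMSO wells with enzyme for no effect and DMSO wells lacking enzyme for full effect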
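Test system: HK5 enzyme. Quantity: 5 µg/mL HK5 final. Reagent: glucose and ATP substrates. Schedule: 90 min reaction incubation at room temperature, dark. Technique: resazurin-to-resorufin fluorescence via G6PDH and diaphorase coupling, 525/613 nm. Control set: DMSO wells with and without enzyme mix.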
SENP8 block-1: inhibitors of human SENP8 protease | Q96LD8 | recombinant SENP8, Nedd8 substrate fluorescence | inhibition, % at 20 µM | 360,000 tested, 0.64% active | AID 602440; in the data active means inhibition mostly above about 40%, no sharp cut-off; inactive means mostly below about 27%
Target sequence (Q96LD8 whole entry, looked up): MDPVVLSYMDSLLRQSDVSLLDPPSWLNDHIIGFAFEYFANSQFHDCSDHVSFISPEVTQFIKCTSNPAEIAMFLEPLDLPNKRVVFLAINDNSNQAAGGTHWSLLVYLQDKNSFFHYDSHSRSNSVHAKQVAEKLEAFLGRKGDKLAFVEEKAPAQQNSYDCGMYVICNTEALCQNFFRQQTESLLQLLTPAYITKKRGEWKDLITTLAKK
SENP8 block-2: SENP8 protease inhibition. inhibition, % at 10 µM. purified SENP8, Z-RLRGG-aminoluciferin cleavage, luminescence. AID 2540. Q96LD8. 330,000 tested, 1.2% active; in the data active means inhibition above about 50%
Apaf-1 inh: blocks human Apaf-1 apoptosome activity | 330,000 tested, 0.71% active | AID 489030 | O14727 | reconstituted apoptosome caspase-3 activity, DEVD-Rh110 fluorescence | inhibition, % at 20 µM; active means inhibition of at least 40% at 20 µM;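 further: plate controls were DMSO wells for no effect and DEVD-CHO caspase inhibitor wells for full effect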
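Material: reconstituted apoptosome with Apaf-1, cytochrome c, caspase-9, procaspase-3, dATP. Technique: Rh110 fluorescence intensity. Buffer or medium: pH 7.5 Hepes buffer with CHAPS, BSA, DTT. Times: 30 min plus 50 min, RT.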
NLRP3 yeast inh: inhibitors of NALP3 inflammasome in yeast; Yeast reconstituted NLRP3/ASC/caspase-1, beta-gal luminescence, 24 h; inhibition, % at 10 µM; 330,000 tested, 0.39% active; AID 2825;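 active means inhibition of 50% or more; inactive means inhibition below 50%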;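 further: plate controls were induced DMSO wells for no effect and uninduced yeast grown without galactose for full effect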
PfG6PD inh: PfG6PD (Plasmodium falciparum) enzyme inhibition; PfGluPho enzyme, NADPH resazurin-diaphorase fluorescence; inhibition, % at 20 µM; 350,000 tested, 0.78% active;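 active means inhibition reaching at least a set limit at 20 µM in the primary screen, cut at about 59% in these data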;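 further: 0% = DMSO wells with substrate and 100% = DMSO wells lacking glucose-6-phosphate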
SENP6 block: SENP6 protease inhibition | Q9GZR1 | Recombinant SENP6 catalytic domain, aminoluciferin luminescence | inhibition, % at 10 µM | 330,000 tested, 1.8% active | AID 2599;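 active means inhibition above about 50% at the single tested dose, limit read from the data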;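 further: plate controls were DMSO wells with enzyme for no effect and DMSO wells lacking enzyme for full effect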
SENP1 FRET inh: inhibitors of human SENP1 SUMO protease catalytic domain; recombinant SENP1 catalytic domain, CyPet-SUMO1-YPet FRET cleavage; inhibition, % at 10 µM; 360,000 tested, 0.21% active; AID 624204;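 active means inhibition at least 30% at 10 µM, raw YFP signal under a set limit, fluorescence ratio 0.5 to 1.5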;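 further: 0% = enzyme with DMSO and 100% = no enzyme wells; some results filed as inactive read as strong as hits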
Target sequence (Q9P0U3 419-644 limits assumed): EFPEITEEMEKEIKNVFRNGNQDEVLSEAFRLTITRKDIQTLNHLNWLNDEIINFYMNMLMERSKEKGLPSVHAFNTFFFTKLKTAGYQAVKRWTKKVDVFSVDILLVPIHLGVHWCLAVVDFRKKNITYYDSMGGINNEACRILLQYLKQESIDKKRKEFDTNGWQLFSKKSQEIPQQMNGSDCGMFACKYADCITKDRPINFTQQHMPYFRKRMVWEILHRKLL
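Test system: hSENP1 catalytic domain, recombinant; Amount: 20 pM final SENP1 enzyme; Medium: Tris pH 8 buffer plus EDTA, NaCl, BME, BSA, NP40, catalase; Schedule: 50 min enzyme reaction, room temperature, light-protected; Technique: FRET fluorescence in CFP and YFP emission channels; Controls: no-enzyme wells low, DMSO-plus-enzyme wells high control.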
An asterisk follows results filed as active; · = not tested or not shown.

Value order: SENP7 inh	HKDC1 inhibitor	SENP8 block-1	SENP8 block-2	Apaf-1 inh	NLRP3 yeast inh	PfG6PD inh	SENP6 block	SENP1 FRET inh
> CC(NC(=S)Nc1ccccc1Cl)C(c1ccccc1)N1CCOCC1 (stereo not given)
→ 10	-3	13	-4	2	15	-6	-5	3
> COc1ccc(NC(=O)CN(c2cc(C)cc(C)c2)S(=O)(=O)c2c(C)noc2C)cc1OC
→ -12	0	5	-4	19	-6	12	-10	6
> CC(=O)Nc1c([N+](=O)[O-])cc(C)c(Cl)c1[N+](=O)[O-]
→ 0	-6	26	-1	-9	14	3	-7	2
> COc1cc(C)nc(N2CCCC(C(=O)Nc3cccc(Cl)c3C)C2)n1 (stereo not given)
→ -9	-4	15	-11	10	2	-11	-6	-1
> CCOC(=O)c1nnsc1NC(=O)Nc1ccc(OC)cc1
→ 51*	-9	5	-8	-4	21	-13	-17	1
> NNC(=O)CCCCCCCCCCOCCCCO
→ -1	-1	14	-3	-12	8	-8	1	1
> COc1ccc(C2C(C(=O)c3ccco3)=C(O)C(=O)N2CC2CCCO2)cc1 (stereo not given)
→ 5	5	2	11	-7	4	29	0	0
> O=C(COC(=O)CNS(=O)(=O)/C=C/c1ccccc1)Nc1cccc2ccccc12
→ 8	-8	2	2	-12	-6	3	-20	0
> COc1ccc(NC(=O)COc2cccc3c2CCNC3=O)cc1
→ -2	-6	12	-3	6	2	4	6	0
> CN(C)S(=O)(=O)n1cnc2ccccc21
→ 2	-3	6	-3	-2	-6	-10	-12	0
> O=C(COc1ccc(Br)cc1)NCc1cn2ccccc2n1
→ 2	-2	-5	4	-17	13	1	1	0
> COC(=O)c1cc(Br)ccc1NC(=O)Nc1ccc(C)cc1
→ -12	-2	16	-4	15	6	13	-21	2
> Cc1cc(C(=O)N2CCc3c([nH]c4ccccc34)C2c2c(F)cccc2Cl)no1 (stereo not given)
→ -2	-6	6	6	3	15	14	-26	-2
> O=C(Nc1nc(-c2ccccn2)cs1)c1ccc(S(=O)(=O)N2CCCCC2)cc1
→ -11	·	·	7	-4	-2	·	12	·
> CC(=O)/C(C(=N)N1CCN(c2cccc(Cl)c2)CC1)=C(\C)O
→ 11	3	4	-1	-6	1	-12	-9	-23
> NNc1nc(C(F)(F)F)nc2ccccc12
→ -5	-9	-5	-5	-4	-15	-4	-14	6
> COc1ccc(C2=CC(=O)C[C@H](c3ccc(F)cc3)C2)c(F)c1F
→ 2	0	28	3	8	14	-5	-12	2
> COc1ccc(NC(=O)N2CCCc3ccccc32)c(OC)c1
→ 1	-4	14	8	-6	23	4	-12	5
> COC(=O)/C(=N\Nc1ccccc1)Sc1nnc(-c2ccc(OC)cc2)n1C
→ -2	-7	22	-3	-7	10	10	-7	3
> CCOC(=O)c1ccc(S(=O)(=O)N2CCC(N3CCCCC3)CC2)cc1
→ -2	-6	13	0	-4	31	-5	-3	-2
> O=S(=O)(c1ccccc1)N1CCN(S(=O)(=O)c2ccccc2)C1
→ -4	1	41*	-3	-2	-2	11	-4	-1
> CCN1CCN(C(=O)CCc2ccc(S(=O)(=O)NCCc3ccccc3)cc2)CC1
→ 19	-5	8	-2	2	11	-4	2	2
> CCN(CC(O)CON=C1c2ccccc2-c2ccccc21)S(=O)(=O)c1ccc(Cl)cc1 (stereo not given)
→ -2	-7	-1	-6	5	17	13	10	-3
> COCCN(C(=O)COC(=O)CCC(=O)c1ccc(Cl)cc1)c1c(N)n(Cc2ccccc2)c(=O)[nH]c1=O
→ -1	-7	-21	2	3	7	10	3	-24
> O=C(CCCc1c[nH]c2ccccc12)NCC1COc2ccccc2O1 (stereo not given)
→ 2	-1	4	0	-4	3	9	-2	0
> Nc1cc(S(=O)(=O)N2CCOCC2)ccc1N1CCCCC1
→ 5	-12	15	9	33	13	69*	22	4
> Cc1nc(-c2ccc(S(=O)(=O)N3CCN(CCc4ccccc4)CC3)s2)cs1
→ -1	-3	15	-2	-3	26	8	-25	0
> COc1cc(Cl)cc(C2NC(=O)NC(C)=C2C(=O)NCc2ccccc2)c1O (stereo not given)
→ -4	-3	-1	-8	-6	-14	0	-2	2
> O=c1[nH][nH]cc1C=Nc1ccc(Cl)cc1Cl
→ -5	-2	0	-8	4	-2	-1	-17	-1
> CC(Oc1ccccc1)C(=O)Nc1c2c(nn1-c1ccccc1)CS(=O)C2 (stereo not given)
→ -8	-6	-1	0	1	8	0	1	0
> COc1ccc(NC(=O)C2CC(=O)N(CCc3ccc(F)cc3)C2)c(OC)c1 (stereo not given)
→ -6	-2	13	7	4	19	3	-29	-1
> CCOc1ccc(OCC)c(NS(=O)(=O)c2cccc3nsnc23)c1
→ -13	-4	10	-5	14	4	-2	-19	0
> Cc1ccc2c(c1)cc(CN(Cc1ccc3c(c1)OCO3)C(=O)c1ccccc1)c1nnnn12
→ 11	-4	22	-5	1	12	3	-11	2
> NC(=S)Nc1ccc(Cl)c(Cl)c1
→ 4	-1	19	-4	3	14	15	-7	2
> NNC(=O)Cn1nc(Cc2ccccc2)n(N)c1=O
→ -3	4	19	-10	6	8	-3	-27	2
> CC(C)CN1CCN(Cc2cnc(-c3ccc(Cl)cc3)nc2)CC1CCO (stereo not given)
→ 13	-11	19	-2	-12	-14	1	-12	1
> CC1C(=O)CCCCCCCCCC2C1(N1CCOCC1)CS2(=O)=O (stereo not given)
→ 3	-1	35	1	3	-16	-4	-4	-1
> CN(C(=O)c1ccc([N+](=O)[O-])cc1)c1ccccc1C(=O)NCc1ccccc1
→ 2	2	0	0	-8	5	-10	2	2
> O=C(CN1C(=O)C2CC=CCC2C1=O)Nc1ccc(F)cc1F (stereo not given)
→ 4	-4	11	0	-9	20	-12	-5	2
> CCCOc1cccc(C(=O)Nc2nnn(CCC)n2)c1
→ -4	-3	18	2	-7	14	-13	4	-2

4 structures from above, arranged by length of the SMILES, falling.
Value order: SENP7 inh	HKDC1 inhibitor	SENP8 block-1	SENP8 block-2	Apaf-1 inh	NLRP3 yeast inh	PfG6PD inh	SENP6 block	SENP1 FRET inh
> CCN1CCN(C(=O)CCc2ccc(S(=O)(=O)NCCc3ccccc3)cc2)CC1
→ 19	-5	8	-2	2	11	-4	2	2
> COc1ccc(NC(=O)C2CC(=O)N(CCc3ccc(F)cc3)C2)c(OC)c1 (stereo not given)
→ -6	-2	13	7	4	19	3	-29	-1
> O=S(=O)(c1ccccc1)N1CCN(S(=O)(=O)c2ccccc2)C1
→ -4	1	41*	-3	-2	-2	11	-4	-1
> Nc1cc(S(=O)(=O)N2CCOCC2)ccc1N1CCCCC1
→ 5	-12	15	9	33	13	69*	22	4

Next section
Value order: SENP7 inh	HKDC1 inhibitor	SENP8 block-1	SENP8 block-2	Apaf-1 inh	NLRP3 yeast inh	PfG6PD inh	SENP6 block	SENP1 FRET inh
> COc1ccc(NC(=O)CN2CCN(S(=O)(=O)c3ccc(Br)cc3)CC2)c(OC)c1
→ 3	-3	4	-1	7	16	5	-3	3
> CCO[C@@H]1OC(C(=O)NCc2nc3ccccc3[nH]2)=C[C@H](C2CC2)[C@H]1CCCO
→ -2	-7	18	0	-4	-4	-9	-2	1
> COCCNC(=O)Cn1cc(S(=O)(=O)N2CCN(c3ccccc3F)CC2)c2ccccc2c1=O
→ -2	-5	-1	-11	8	-11	-3	-16	1
> Cc1oc(-c2ccc(Cl)cc2)nc1CS(=O)CC(=O)NCCN1CCCC1 (stereo not given)
→ -5	-4	-3	-8	24	-1	14	-10	-8
> O=C(CC1CCCCC1)NCc1ccccc1Cl
→ -11	-1	8	-6	-5	15	-11	-6	0
> COCCn1c(SCC(=O)Nc2ccc(F)cc2F)nc2c([nH]c3ccccc32)c1=O
→ -1	-7	-2	-6	-9	16	-13	-5	0
> CCC(C)[C@H](NC(=O)NCc1cccc(OC)c1)C(=O)OC (stereo not given in full)
→ -1	-1	31	-3	-3	20	-5	1	2
> COc1cccc(CNCCSc2nnnn2C)c1OC
→ -5	-2	14	-5	-11	11	-12	-14	-1
> O=S(=O)(NCc1ccccc1Br)c1cccs1
→ -2	-11	6	-8	-6	3	0	-9	0
> O=C(NCCN1CCOCC1)c1ccccc1Cl
→ -2	-1	16	-6	1	9	-5	-3	0
> CN(C)c1ccc(N2C(=O)CC(c3ccccc3)CC2=O)cc1
→ 10	2	20	-7	6	19	6	-39	0
> Cc1ccc(S(=O)(=O)Nc2ccccc2F)cc1C(=O)NCc1ccco1
→ 1	-3	13	4	-54	6	-2	7	1
> COC(=O)Nc1csc2c1NC(=O)CCCC2
→ 2	-7	14	0	-3	16	-8	-14	4
> CC1CCCN(C(=O)CCS(=O)(=O)Cc2ccccc2)C1 (stereo not given)
→ 8	-4	20	5	-10	-8	-6	4	1
> O=C(NC1c2ccccc2Oc2ccccc21)c1ccc([N+](=O)[O-])cc1
→ ·	-3	19	·	·	·	-1	·	0
> O=C(Nc1cccnc1)C1CCN(S(=O)(=O)c2ccc(Cl)cc2)CC1
→ 6	-7	8	-6	-6	3	-7	-16	2
> Cc1c(NC(=O)CSc2nnnn2-c2ccc(O)cc2)c(=O)n(-c2ccccc2)n1C
→ 4	-3	6	-4	3	3	-11	3	0
> Cc1ccc(Cl)c(N/C=C/C(=O)c2ccccc2)c1
→ 71*	-1	-33	49	16	20	40	77*	-52
> CCCCN=C(Nc1ccc(Cl)cc1)c1cccnc1
→ -5	-1	16	-10	-17	13	15	-12	0
